Bioassay records: PubChem, Sanford-Burnham Center for Chemical Genomics
A3G deaminase: APOBEC3G DNA deaminase inhibitors, primary screen, biochemical, fluorescence, single-stranded DNA substrate, uHTS. recombinant A3G, ssDNA deamination FAM/TAMRA fluorescence. DNA dC->dU-editing enzyme APOBEC-3G (Homo sapiens), Q9HC16. actives 0.28% (n = 330,000). inhibition, % at 20 µM;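 active means inhibition of at least 40% at 20 µM, with no more than 30% in the related APOBEC3A deaminase screen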;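 further: plate controls were DMSO wells with A3G for no effect and wells lacking A3G enzyme for full effect; some compounds called inactive have numbers as strong as hits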
Target sequence (Q9HC16 whole entry, looked up): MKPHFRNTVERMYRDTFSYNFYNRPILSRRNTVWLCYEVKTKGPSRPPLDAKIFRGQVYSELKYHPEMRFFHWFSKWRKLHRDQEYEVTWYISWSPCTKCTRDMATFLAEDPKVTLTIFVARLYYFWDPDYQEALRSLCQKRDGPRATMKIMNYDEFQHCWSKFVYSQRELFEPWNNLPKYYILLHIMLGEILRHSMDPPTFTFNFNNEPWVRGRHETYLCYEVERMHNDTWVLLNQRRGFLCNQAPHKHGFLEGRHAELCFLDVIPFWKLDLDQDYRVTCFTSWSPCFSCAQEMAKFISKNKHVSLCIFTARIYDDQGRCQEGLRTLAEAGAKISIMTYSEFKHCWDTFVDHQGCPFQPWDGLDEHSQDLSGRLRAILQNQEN
hIAP activ: human IAP activators, primary screen, biochemical, luminescence, uHTS. Intestinal-type alkaline phosphatase (Homo sapiens), P09923. AID 2524, 2010. purified human IAP, CDP-Star luminescence, 30 min; hits give high values; 1 = vehicle-only enzyme, 0 = enzyme-free background. activation factor at 10 µM. actives 0.16% (n = 330,000);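 active means activation factor of the enzyme at least 2-fold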; further: the source names both 10 and 20 µM as test concentration; values of inactives mirror those of a sister screen read the other way
NLRP3 yeast inh: NALP3 inflammasome inhibitors in reconstituted yeast, primary screen, luminescence, uHTS; actives 0.39% (n = 330,000); inhibition, % at 10 µM; Yeast reconstituted NLRP3/ASC/caspase-1, beta-gal luminescence, 24 h;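 active means inhibition of 50% or more; inactive means inhibition below 50%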;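 further: plate controls were induced DMSO wells for no effect and uninduced yeast grown without galactose for full effect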
mIAP inh: inhibitors of mouse IAP, primary screen, biochemical, luminescence, uHTS; intestinal alkaline phosphatase [Mus musculus]; purified mouse IAP, CDP-Star luminescence, 30 min; inhibition, % at 10 µM; actives 0.2% (n = 330,000); AID 2806, 2010;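 active means inhibition of at least 40% at 10 µM in the primary screen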;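 further: plate controls were DMSO with enzyme for no effect and no enzyme wells for full effect; values of inactives mirror those of a sister screen read the other way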
hIAP block: human IAP inhibitors, primary screen, biochemical, luminescence, uHTS | Intestinal-type alkaline phosphatase (Homo sapiens), P09923 | purified IAP, CDP-Star luminescence, 30 min | inhibition, % at 10 µM | actives 0.12% (n = 330,000);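 active means inhibition reaching a set limit with compound at 10 µM in the primary screen, cut at about 35% in these data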;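 further: plate controls were DMSO wells with enzyme for no effect and no-enzyme buffer wells for full effect; values of inactives mirror those of a sister screen read the other way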
A3A deaminase: APOBEC3A ssDNA deaminase inhibitors, primary screen, selectivity assay for APOBEC3G inhibitor project, biochemical, FAM/TAMRA oligo cleavage fluorescence; DNA dC->dU-editing enzyme APOBEC-3A (Homo sapiens), P31941; recombinant A3A, FAM/TAMRA ssDNA deamination fluorescence; inhibition, % at 20 µM; actives 0.41% (n = 330,000); AID 493011, 2011;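 active means at least 40% inhibition at 20 µM here, with at most 30% in a related deaminase screen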;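 further: plate controls were A3A with DMSO for no effect and wells lacking A3A enzyme for full effect; some results filed as inactive read as strong as hits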
Target sequence (P31941 whole entry, looked up): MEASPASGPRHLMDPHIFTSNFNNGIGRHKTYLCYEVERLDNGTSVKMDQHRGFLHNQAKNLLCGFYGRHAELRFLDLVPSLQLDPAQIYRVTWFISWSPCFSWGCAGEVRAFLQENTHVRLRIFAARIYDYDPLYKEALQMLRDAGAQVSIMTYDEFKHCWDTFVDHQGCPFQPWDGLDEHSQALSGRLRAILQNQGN
SENP1 FRET inh: human SENP1 catalytic domain inhibitors, primary screen, biochemical, FRET, uHTS | actives 0.21% (n = 360,000) | AID 624204, 2012 | Sentrin-specific protease 1 (Homo sapiens), Q9P0U3 | recombinant SENP1 catalytic domain, CyPet-SUMO1-YPet FRET cleavage | inhibition, % at 10 µM;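 active means inhibition at least 30% at 10 µM, raw YFP signal under a set limit, fluorescence ratio 0.5 to 1.5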;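 further: 0% = enzyme with DMSO and 100% = no enzyme wells; some results filed as inactive read as strong as hits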
Target sequence (Q9P0U3 419-644 limits assumed): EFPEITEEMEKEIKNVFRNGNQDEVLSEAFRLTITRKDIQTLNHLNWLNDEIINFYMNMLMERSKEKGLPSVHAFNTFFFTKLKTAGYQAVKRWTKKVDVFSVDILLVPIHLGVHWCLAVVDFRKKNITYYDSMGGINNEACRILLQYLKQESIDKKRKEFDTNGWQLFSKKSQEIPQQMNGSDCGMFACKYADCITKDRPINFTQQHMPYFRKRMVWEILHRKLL
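material = recombinant human SENP1 catalytic domain, His6-tagged | quantity = 20 pM enzyme | reagent = 25 nM SUMO1 FRET substrate | compound dosing = 10 µM single point, 0.5% DMSO | timing = 50 min enzyme reaction, room temperature, light-protected | detection = FRET, CFP and YFP emission | control set = no-enzyme low, enzyme-DMSO high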
mIAP act: activators of mouse IAP, primary screen, biochemical, luminescence, uHTS | actives 0.24% (n = 330,000) | activation factor at 10 µM | muIAP, CDP-Star luminescence, 30 min; hits give high values; 1 = vehicle-only enzyme signal, 0 = enzyme-free wells | AID 2805, 2010;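 active means activation factor of at least 2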; further: the source names both 10 and 20 µM as test concentration; values of inactives mirror those of a sister screen read the other way
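also added = chemiluminescent substrate CDP-Star | test system = mouse IAP enzyme | signal = chemiluminescence readout | compound = DMSO-dissolved test compounds | incubation = 30 min at room temperature | benchmarks = DMSO wells, no-enzyme wells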
MIN6 prolif: inducers of MIN6 beta-cell proliferation, primary screen, ATP luminescence, uHTS | actives 0.29% (n = 330,000) | AID 2380, 2010 | MIN6 cells proliferation, ATPlite luminescence, 48 h; cells starved in 0.2% serum; 100% = growth in 10% serum | proliferation, % at 10 µM;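 active means compounds whose signal lies at least 3.5 SD above the mean of all wells on their plate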;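 further: 0% = DMSO-treated cells in low-serum medium and 100% = 10% serum control; some compounds called inactive have numbers as strong as hits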
The depositor's hits bear a star; · = not tested or not shown. A portion of the library; count on the stated rates, not on these rows.

SMILES,A3G deaminase,hIAP activ,NLRP3 yeast inh,mIAP inh,hIAP block,A3A deaminase,SENP1 FRET inh,mIAP act,MIN6 prolif
C=CCNc1nnc(SCC(=O)N2CCCCC2)c2ccccc12,-1,1,5,6,-4,-2,20,0.94,0
O=C(c1cccs1)N(CC1CCCO1)c1nc(-c2ccccc2)cs1 (configuration not stated),-6,1,25,-2,-2,0,2,1,-4
Cc1ccc(NS(=O)(=O)c2cccc(C(=O)NCCCN3CCOCC3)c2)cc1,-9,0.94,8,2,6,-2,-1,0.98,1
Cc1cccc2c3c([nH]c12)C(=O)CC(C)(C)S3,-10,0.91,15,3,9,-3,-137,0.97,0
O=C(CC1NCCc2ccccc21)Nc1ccc(Cl)cc1 (configuration not stated),-4,1.1,37,0,-7,0,-1,1,-3
CC1C(=O)NC(=O)C1c1ccccc1 (configuration not stated),-1,0.99,8,-4,1,3,2,1,1
NC(=O)c1cccc2ccccc12,-5,1,-4,3,-3,1,3,0.97,-3
COc1ccc(-n2c(N)cc(=O)[nH]c2=O)cc1,-10,1,14,6,-2,-4,·,0.94,-1
COc1cc(OC)c(C(=O)OCC(=O)NC23CC4CC(CC(C4)C2)C3)cc1OC,-3,1.1,12,-3,-10,1,1,1,-4
Cc1ccc(C)c(NC(=O)C(c2ccccc2)N2CCN(CC(=O)N3CCOCC3)CC2)c1 (configuration not stated),-4,0.94,18,3,6,0,0,0.97,6
N#CCCN(C(=O)CN1CCN(S(=O)(=O)c2ccc3c(c2)OCCO3)CC1)c1ccc(F)cc1,-9,0.85,12,-19,14,3,0,1.2,3
COc1ccc(NS(=O)(=O)c2cc(NC(=O)c3ccc(=O)[nH]c3)ccc2N2CCCC2)cc1,0,1.2,5,1,-23,4,0,0.99,-3
COc1cccc(C(=O)NC2CCCc3c2cnn3-c2cc(C)cc(C)c2)c1 (configuration not stated),-3,0.87,10,-12,13,-1,2,1.1,-4
CC(C)(C)c1ccc(C(=O)CSc2ncn[nH]2)cc1,-6,0.91,12,9,9,0,-2,0.91,-1
O=C(c1ccco1)c1cn(CC(=O)N2CCCCC2)c2ccccc12,-1,1,0,-1,-1,1,1,1,-2
O=C(c1ccco1)N1CCN(Cc2cc(=O)c(OCc3ccccc3F)co2)CC1,0,0.87,3,1,13,1,0,0.99,-1
O=C(Nc1ccccc1)C1CC2CCC1C2 (configuration not stated),-3,1.1,5,3,-5,-8,2,0.97,0
Cc1ccc(NC(=O)CS(=O)CC(=O)N(CC(=O)NC2CCCC2)c2cc(C)ccc2C)cc1 (configuration not stated),-7,0.97,5,-13,3,-2,2,1.1,0
COc1cccc(-c2nc(C(N)=O)c3[nH]c(=O)n(-c4ccccc4)c3n2)c1OC,-1,1.2,-85,17,-22,0,0,0.83,5
O=C1CCN(S(=O)(=O)c2ccccc2)CCN1CCOCc1ccc(F)cc1,-4,1.1,6,-1,-10,-1,-1,1,-2
O=C(Nc1ccccc1F)C1CCCN1S(=O)(=O)c1cccc2nsnc12 (configuration not stated),-4,0.82,-4,3,18,0,2,0.97,1
Cc1ccc(C2NC(=O)c3ccccc3O2)cc1 (configuration not stated),-11,0.81,16,5,19,-2,1,0.95,0
Cc1[nH][nH]c(=O)c1N=Nc1ccccc1C#N,3,0.82,17,9,18,0,·,0.91,-1
O=C(c1ccncc1)N1CCN(S(=O)(=O)c2cc(C(F)(F)F)cc(C(F)(F)F)c2)CC1,10,1.1,7,-10,-6,3,0,1.1,-6
O=c1cc(NC2CCCCC2)c2ccccc2o1,-6,1.1,-8,-5,-5,13,-3,1.1,-3
O=C(Cc1cccs1)NCc1ccccc1,-6,0.92,1,-1,8,-3,1,1,2
CCOc1ccccc1NC(=O)NCc1ccc(F)cc1,-4,0.82,20,-5,18,-2,5,1.1,1
Cc1sc2nc3c(C(=O)N4CCCC4)cc(C(=O)c4ccccc4O)cn3c(=O)c2c1C,-6,0.91,8,7,9,-3,9,0.93,-3
Cc1ccc(CN2CCNC(=O)C2CC(=O)N(C)CCc2cnn(C)c2)cc1 (configuration not stated),-6,1.1,17,1,-8,-3,-1,0.99,0
CC(C)NC(=O)c1cnc(Sc2ncc(C(F)(F)F)cc2Cl)n1C,-3,0.97,14,9,3,2,1,0.91,1
O=C(Cn1cccc1C(=O)c1ccccc1)NCc1ccccc1,-2,0.97,15,9,3,2,2,0.91,-3
CCC(=O)Nc1ccc2nc(C)n(CC(=O)Nc3ccccc3)c(=O)c2c1,8,0.96,4,2,4,1,-4,0.98,-3
CC(C)CC(NC(=O)CNC(=O)C1O[C@@H]2OC(C)(C)O[C@@H]2[C@H]2OC(C)(C)O[C@@H]12)C(=O)O (some centres not stated),-3,0.83,-6,-4,16,0,0,1,-3
COc1ccc(C(=O)COC(=O)c2ccc3c(c2)NC(=O)CS3)c(OC)c1,-3,1.3,16,-5,-33,-4,1,1,5
O=C(CN1C(=O)c2ccccc2S1(=O)=O)NC1CCCC1,-5,0.96,-2,0,4,0,-1,0.99,-2
CC(=O)c1cccc(NC(=O)COc2cc3oc(=O)c(CC(C)O)c(C)c3cc2Cl)c1 (configuration not stated),7,1.2,5,-2,-24,8,0,1,-2
COc1ccc(NC(=O)CSCC(=O)N2c3ccccc3CCc3ccccc32)cc1,-3,0.95,9,-5,5,-2,1,1,-3
Cc1cccnc1NC(=O)C(C)N1C(=O)c2ccccc2C1=O (configuration not stated),-8,1,-4,-1,-4,-1,2,1,-3
Cc1nc2ncnn2c(C)c1Cc1cccc(F)c1,-18,0.95,11,-2,5,-6,-18,1,-1
COC(=O)CNC(=O)COC(=O)c1cc(F)c(F)cc1Cl,1,1.1,9,-5,-9,1,1,1,0
CCOC(=O)CSc1nnc(-c2cccc(Br)c2)o1,-8,1.1,23,-2,-6,0,-1,1,-1
Cc1ccc(NC(=O)O/N=C/c2c(C)nn(C(C)(C)C)c2C)cc1Cl,1,0.86,8,-18,14,-1,1,1.2,-5
N#CC(C#N)=C(Nc1ccc(F)cc1)SCc1cccc(F)c1,1,0.93,13,3,7,4,2,0.97,-6
O=C(Nc1ccc2c(c1)OCO2)c1cnc(Cl)c(Cl)c1,-8,1,5,0,-5,-4,0,1,-4
CC(C)Cn1nc(NC(=O)c2ccco2)c2cc3ccccc3nc21,-10,1,11,-18,-5,-6,-28,1.2,6.8*
CN1CCc2nc(SCCOc3ccccc3)c(C#N)cc2C1,-6,0.65,11,9,35,-4,-31,0.91,0
Cc1c(Cl)cccc1NC(=O)CC(Cc1ccccc1)C(=O)O (configuration not stated),-7,1.1,1,-12,-6,-2,6,1.1,-1
CCCc1cc(=O)oc2cc(OCC(=O)Nc3cc(C)on3)ccc12,0,1,1,13,-1,2,-1,0.87,0
CS(=O)(=O)NCC(c1cccnc1)N1CCN(c2ccccc2F)CC1 (configuration not stated),2,0.95,-3,-9,5,1,-1,1.1,-4
COCC(=O)Nc1ccc(S(=O)(=O)Nc2nccs2)cc1,-2,1,0,6,0,2,2,0.94,3
COC(=O)c1ccc(CNC(=O)COC(=O)C23CC4CC(CC(C4)C2)C3)cc1,-10,1,-2,-3,-3,-4,0,1,-2
O=C(O)/C=C/c1ccc(S(=O)(=O)NCc2cccnc2)cc1,-5,0.98,-1,-2,2,0,3,1,2
O=C(O)CC(c1ccccc1)N1C(=O)c2cccc([N+](=O)[O-])c2C1=O (configuration not stated),-8,1.1,9,-4,-7,-6,-36,1,-2
O=C(NCCc1ccc(Cl)cc1)C1CC(=O)N(C2CCCC2)C1 (configuration not stated),1,0.87,2,-1,13,2,2,1,0
CC1CCN(Cc2cc(=O)oc3ccc4ccccc4c23)CC1,-9,0.83,23,11,17,-1,-1,0.89,1
O=c1[nH]nc(Sc2ncnc3sccc23)n1CCc1ccccc1,-2,1,8,9,-2,5,-3,0.91,5
COc1ccc2nc(NC(=O)CSc3n[nH]c(N)n3)sc2c1,-10,1.7,10,17,-70,-4,-1,0.83,-3
